ER stress surv – protection against thapsigargin ER stress killing – CSM14.1 cells, ATP luminescence, primary screen. 48,000 tested, 0.33% active. AID 1010, 2008. CSM14.1 thapsigargin ER stress survival. relative survival (cellular ATP), % at 15 µg/mL (by protocol);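 active = survival measured by cellular ATP above 50% at 15 µg/ml in the first screen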;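 also: cell death triggered by about 15 µM thapsigargin; ATP read 24 h after thapsigargin was added; plate controls were thapsigargin with DMSO for no effect and DMSO without thapsigargin for full effect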
Starred values were filed as active, the others as inactive.

SMILES	ER stress surv
O=C(N=Nc1c(O)[nH]c(=O)[nH]c1=O)c1cccc([N+](=O)[O-])c1	2
COc1ccc(OCC(=O)Nc2cc3oc4ccccc4c3cc2OC)cc1	3
O=C1N=c2ccc([N+](=O)[O-])cc2=C1c1sc(=Nc2ccccc2)n(-c2ccccc2)c1O	4
Cc1cccc(N2C(=O)c3cccc4c(N5CCCCC5)ccc(c34)C2=O)c1	2
CCN(CC)c1ccc(NC(=O)C(C)Oc2ccc(Cl)cc2Cl)cc1 (stereo unspecified)	6
Cc1ccc(C(=O)n2cnc3ccccc32)o1	-4
COc1ccc(/C=C/C(=O)Nc2nc3ccccc3s2)cc1S(=O)(=O)N1CCCCC1	-6
CC1(C)CC(=O)C=C(NNC(=O)Cc2ccccc2)C1	0
C=CCOc1ccc2c(C)cc(=O)oc2c1I	1
O=C(O)c1c[nH]c2cc(N3CCOCC3)c(F)cc2c1=O	0
COC(=O)c1c(NC(=O)c2ccccc2Cl)sc2c1CCCCCC2	11
CC(=O)Nc1ccc(Cl)c(-c2nc3cc(C)c(C)cc3o2)c1	6
COc1cc(/C=C2/SC(=S)N(CC(=O)O)C2=O)cc([N+](=O)[O-])c1O	2
O=C(Nc1ccccc1)c1cc(S(=O)(=O)N2CCOCC2)ccc1Cl	13
COc1ccc(C(=O)Nc2ccc(S(=O)(=O)N3CCc4ccccc43)cc2)cc1	1
CCCC(=NC(C)C)C1=C(O)CC(C)(C)CC1=O	8
Nc1nonc1/C(=N/O)N1CCN(c2ccc(C(F)(F)F)cc2[N+](=O)[O-])CC1	-5
Cc1cc2nn(-c3ccccc3)nc2cc1NC(=O)/C=C/c1ccccc1	3
COc1ccc(Cl)cc1C(=O)N(C(C)C)C(C)C	-2
CC1=NN(C(=O)Cc2ccccc2)C(O)(c2ccc(Br)cc2)C1 (stereo unspecified)	3
CCN(CC)c1ccc(N=Cc2ccc(OC)c3ccccc23)cc1	-12
Cc1sc(NC(=O)c2ccccc2[N+](=O)[O-])nc1-c1ccccc1	6
CCOc1ccccc1NC(=O)c1ccc(N(C)S(=O)(=O)c2ccccc2)cc1	7
COc1ccc(-n2c(=O)c3c4c(sc3n3c(SCc5ccccc5)nnc23)CCC4)cc1	18
O=C(NC(NC(=S)Nc1ccc(Cl)c(Cl)c1)C(Cl)(Cl)Cl)c1cccc([N+](=O)[O-])c1 (stereo unspecified)	0
COc1cccc(N2C(=O)CC(N3CCN(Cc4ccc5c(c4)OCO5)CC3)C2=O)c1 (stereo unspecified)	7
CCOC(=O)C1C(=O)CC(O)(c2ccc(Cl)cc2)CC1C=C(Cl)Cl (stereo unspecified)	4
CCOC(=O)c1c(NC(=O)c2cccc(F)c2)sc(C(=O)N(CC)CC)c1C	5
O=C(Cn1cc(/C=C2/C(=O)NC(=O)N(c3ccccc3F)C2=O)c2ccccc21)Nc1ccccc1	-2
CC(=O)Nc1cccc(NS(=O)(=O)c2ccc([N+](=O)[O-])cc2)c1	1
CCCNS(=O)(=O)c1ccccc1[N+](=O)[O-]	2
O=C(CN(c1ccccc1)S(=O)(=O)c1ccccc1)NCc1ccccn1	2
COC(=O)c1ccc(C2Nc3ccccc3NC3=C2C(=O)CC(c2ccccc2)C3)cc1 (stereo unspecified)	4
O=C(O)c1cc(C(=O)O)cc(N2C(=O)c3ccc(Oc4cccc([N+](=O)[O-])c4)cc3C2=O)c1	4
O=c1[nH]c(O)c(C=NCc2ccc(Cl)c(Cl)c2)c(=O)[nH]1	10
Cc1cc(C)n(-c2nc(-c3ccccc3)cc(-c3ccc(F)cc3)n2)n1	9
Cc1cccc(C)c1NC(=O)c1ccc(N(C)S(=O)(=O)c2ccccc2)cc1	14
CCc1ccc(N2CC(C(=O)Nc3c(CC)cccc3CC)CC2=O)cc1 (stereo unspecified)	6
CCOC(=O)c1c[nH]c2ccc(OC)cc2c1=O	7
Cc1ccc(C(=O)NCCC(C)C)cc1[N+](=O)[O-]	1

Rewritten as labelled records: entries from further up.
> Cc1cccc(C)c1NC(=O)c1ccc(N(C)S(=O)(=O)c2ccccc2)cc1
  ER stress surv: 14
> O=c1[nH]c(O)c(C=NCc2ccc(Cl)c(Cl)c2)c(=O)[nH]1
  ER stress surv: 10
> CCOC(=O)c1c[nH]c2ccc(OC)cc2c1=O
  ER stress surv: 7

Other structures.
SMILES	ER stress surv
COc1ccc(S(=O)(=O)N(CC(=O)Nc2ccccc2C(F)(F)F)Cc2ccccc2)cc1OC	10
CCN(CC)C(=S)S/C=C/C(=O)c1ccccc1	-4
Cc1ccc(OC(=O)c2ccc([N+](=O)[O-])cc2)c(/C=C2\Sc3ccccc3C2=O)c1	14
CSCCC(NC(=O)/C(=C\c1cccc([N+](=O)[O-])c1)NC(=O)c1ccccc1)C(=O)O (stereo unspecified)	21
CN1C(=O)/C(=C\c2cccc(OCCOc3ccc(Br)cc3)c2)SC1=S	2
O=C(CCN1C(=O)/C(=C/c2cccs2)SC1=S)Nc1cccnc1	2
O=C(c1cccc(F)c1)N1CCN(C2CCCCC2)CC1	5
COCC(C)NCc1cc(OC)c(OC)cc1OC (stereo unspecified)	14
O=C(Nc1ccc(N2CCOCC2)cc1)c1ccc(Br)cc1	1
CCOc1cc(C(=S)N2CCOCC2)cc(Br)c1OC(=O)c1ccc(Cl)cc1Cl	4
Cc1cc(-n2cc(C=O)c(-c3ccccc3)n2)nc2ccccc12	2
O=[N+]([O-])c1cccc(CONc2ncnc3nonc23)c1	4
O=C(NC(=S)NNc1nc(-c2ccccc2)cs1)c1cc2ccccc2oc1=O	2
CC(C)C1=CC23CCC4C(C)(C(=O)O)CCCC4(C)C2CC1C1C(=O)N(c2ccc(O)cc2)C(=O)C13 (stereo unspecified)	1
O=C(/C=C/c1ccc(F)cc1)Nc1ccccc1Cl	-4
O=C(CSc1nc2ccccc2n1Cc1ccccc1)N/N=C/c1ccco1	-2
CCOC(=O)C1=C(C)N=c2s/c(=C\c3cc(OC)ccc3OC)c(=O)n2C1c1ccc(F)cc1 (stereo unspecified)	2
O=C1Nc2c(Cl)cc(Cl)c3cccc1c23	6
CCCC(=O)Nc1cccc(NC(=O)c2cc([N+](=O)[O-])ccc2Cl)c1	6
CCOC(=O)c1c(CN(C)C)n(-c2ccccc2)c2ccc(OC(C)=O)cc12	-3
NC(=O)c1nn2c(c1Br)NC(c1ccccc1)CC2C(F)(F)F (stereo unspecified)	-6
CCOc1ccc(C2CC(=O)NC(SCc3ccccc3)=C2C#N)cc1OC (stereo unspecified)	11
COc1ccc(-c2cc(C(=O)Nc3ccc(F)cc3)c3ccccc3n2)cc1OC	6
O=C(O)c1ccc(N/C(=N\S(=O)(=O)c2ccccc2)c2ccccc2)cc1	9
CN1CCN(C(=O)c2nn3c(C(F)(F)F)cc(-c4ccccc4)nc3c2Cl)CC1	6
COc1ccc(Cc2c(O)nc(SC)[nH]c2=O)cc1	8
COc1ccc(C2CC(=O)C3=C(C2)Nc2ccccc2NC3c2ccc(Br)s2)cc1 (stereo unspecified)	85*
CCOC(=O)C(CCOc1c(C)cc(C)cc1Cl)C(=O)OCC	0
CCOC(=O)Cc1csc(NC(=O)COc2cc(C)ccc2C(C)(C)C)n1	14
CCOC(=O)c1ccc(NC(=O)CC(C)=O)cc1	-2
CCOC(=O)c1ccc2nc(C)c(CCC(C)=O)c(Cl)c2c1	0
CCc1ccc(N2C(=O)/C(=C/c3ccc(O)c(OC)c3)C(=O)NC2=S)cc1	4
O=C1CC(c2ccccc2[N+](=O)[O-])c2ccccc2N1 (stereo unspecified)	-2
Cc1ccc(C)c(NC(=O)/C=C/c2ccc3c(c2)OCO3)c1	2
CCOC(=O)c1[nH]nc2c1C(=O)N(c1ccc(OC)c(Br)c1)C2=O	8
COc1cccc(/C=C/C(=O)c2ccc(Cl)cc2)c1OC	-9
COC(=O)C1=C(C)NC(C)=C(C(=O)OC)C1c1ccc(-c2cccc(Br)c2)o1	0
CC/C(C)=N/Oc1nc(N)nc(N(C)C)n1	-6
O=C(NC(=S)Nc1nc(-c2ccccc2)cs1)c1ccccc1	8
COc1ccc(OC(C)C(=O)Nc2ccc(S(N)(=O)=O)cc2)cc1 (stereo unspecified)	1
O=C(NC(NC(=S)Nc1ccccc1Cl)C(Cl)(Cl)Cl)c1ccccc1F (stereo unspecified)	1
COc1ccc(CCNC(=O)COc2ccc3ccccc3c2)cc1OC	8
O=C(c1ccc(S(=O)(=O)N2CCCCC2)cc1)N1CCN(c2ccccc2)CC1	4
Cn1c2ccccc2c2nnc(SCc3ccccc3)nc21	6
C=CCSc1nc2c(c(-c3ccc(Br)cc3)c1C#N)C(=O)CC(C)(C)C2	12
CC(=O)N/N=C/c1ccc2c(c1)OCO2	6
CCC(=O)Nc1nc(C)c(-c2csc(Nc3cccc(C(=O)O)c3)n2)s1	7
O=C(Nc1cccc(C(F)(F)F)c1)c1ccccc1[N+](=O)[O-]	4
Cc1nc(SCC#N)c(C#N)c(C)c1C	-2
COc1ccc(Br)cc1/C=C/C(=O)Nc1cc(C)ccn1	4

Next records follow:
SMILES	ER stress surv
COc1ccc(S(=O)(=O)Nc2ccc(Oc3ccccc3)cc2)cc1Br	0
CCOC(=O)C1=NNC(C(=O)c2ccccc2)C1c1ccc(OC)cc1 (stereo unspecified)	1
Cc1sccc1/C=N/NC(=O)C1CC1	7
Cc1cccc(NCCC(=O)c2cccc([N+](=O)[O-])c2)c1C	25
O=C(O)c1ccc(-c2ccc(/C=C3\SC(=S)N(c4cccc(F)c4)C3=O)o2)cc1	9
CSc1ccc(S(=O)(=O)N(CC(=O)Nc2cccc(Cl)c2Cl)c2ccc(C)cc2)cc1	0
O=C(CCc1ccccc1O)N/N=C/c1ccc(Sc2cccc3cccnc23)o1	15
O=C1CC(Cc2ccccc2)C(=O)N1c1ccc2ccccc2n1 (stereo unspecified)	-1
O=C(COc1ccc(Cl)cc1Br)N1CCN(c2ccccn2)CC1	3
C=CCn1c(C(O)c2ccccc2)nc2ccccc21 (stereo unspecified)	1
Cc1ccc(S(=O)(=O)NC(=O)N2CCN(c3ccc(F)cc3)CC2)cc1	6
Cc1ccccc1-c1cc(C(=O)Nc2ncccc2C)c2ccccc2n1	50
CC(C)N1C(=O)C(=Cc2c(N(C)Cc3ccccc3)nc3ccccn3c2=O)SC1=S	4
CCN(CC)S(=O)(=O)c1ccc(NC(=O)c2ccc(OC)cc2)cc1	6
Cc1c(C(=O)O/N=C(\N)c2ccc(Br)cc2)cccc1[N+](=O)[O-]	0
COc1cccc(OCCCCNCC2CCCO2)c1 (stereo unspecified)	-5
COc1ccccc1N1C(=O)/C(=C/C(C)=C/c2ccccc2)SC1=S	-3
Cc1ccnc(NC(=O)c2ccc(OCC(C)C)cc2)c1	-13
O=C(NC(Nc1ccccc1F)C(=O)c1ccccc1)c1ccco1 (stereo unspecified)	16
COc1ccc2c(c1)C(C)=CC(C)(C)N2C(=O)NC1CCCCC1	7
COc1cccc(-c2nc(-c3ccc(Br)cc3)no2)c1	1
COc1ccc(Cl)cc1NC(=O)C1=C(C)NC(=S)NC1c1cccs1 (stereo unspecified)	1
O=C1C(Cl)=C(N2CCCCC2)C(=O)C(Cl)=C1/C=C/N1CCCCC1	3
O=C(c1cccc(Cl)c1)N1CCN(c2cccc(Cl)c2)CC1	8
COCCOC(=O)c1c(C)oc2ccc(OC(=O)c3ccc([N+](=O)[O-])o3)cc12	2
COC(=O)C1CN(S(=O)(=O)c2ccccc2)CCN1S(=O)(=O)c1ccccc1 (stereo unspecified)	8
O=C(NNS(=O)(=O)c1ccc2ccccc2c1)c1ccc(Cl)cc1	2
COc1ccc(C)cc1NC(=O)C(=O)NNC(=O)c1ccc(C(C)(C)C)cc1	1
O=C1CC(Sc2nc3ccccc3s2)C(=O)N1c1ccccc1I (stereo unspecified)	-4
COC(=O)c1cc(C(=O)Nc2ccc(C)cn2)cc([N+](=O)[O-])c1	10

Three entries from above, as labelled records.
CC(C)C1=CC23CCC4C(C)(C(=O)O)CCCC4(C)C2CC1C1C(=O)N(c2ccc(O)cc2)C(=O)C13 (stereo unspecified)
  ER stress surv: 1

O=C(CCN1C(=O)/C(=C/c2cccs2)SC1=S)Nc1cccnc1
  ER stress surv: 2

CCN(CC)S(=O)(=O)c1ccc(NC(=O)c2ccc(OC)cc2)cc1
  ER stress surv: 6

Going on with the list.
SMILES	ER stress surv
CCC1(C)Cc2ccccc2-c2nc3n(c(=O)c21)CC(C(=O)O)S3 (stereo unspecified)	13
COc1ccc(Cl)cc1NC(=O)COc1ccc(Cl)cc1Br	9
O=C1C2CCCCC2C(=O)N1c1ccc2[nH]c(=S)sc2c1 (stereo unspecified)	-2
Cc1ccc(OCC(=O)NNC(=O)COc2ccccc2)cc1	9
CCOC(=O)c1ccc(N/C=C/C(=O)c2ccc(Cl)cc2)cc1	3
COc1ccc(Br)cc1CN1CCN(Cc2ccc(OC)c(OC)c2OC)CC1	0
COc1ccccc1-n1c(C=C2C(=O)N(Cc3ccccc3)c3ccccc32)nc2ccccc2c1=O	10

Screening results deposited in PubChem BioAssay by Sanford-Burnham Center for Chemical Genomics.

Only part of the results is shown; count on the stated rates, not on these rows.
